USP17 block: inhibitors of human USP17 deubiquitinase | AID 1645855 | 47,000 tested, 6.5% active | A8MUK1 | inhibition, % at 50 µM | purified USP17, Ub-rhodamine cleavage fluorescence, 3 h
USP30 block: blocks human USP30 ubiquitin-rhodamine cleavage | inhibition, % at 25 µM | purified USP30, Ub-rhodamine cleavage fluorescence | 47,000 tested, 5.3% active | Q70CQ3
Target sequence (Q70CQ3 whole entry, looked up): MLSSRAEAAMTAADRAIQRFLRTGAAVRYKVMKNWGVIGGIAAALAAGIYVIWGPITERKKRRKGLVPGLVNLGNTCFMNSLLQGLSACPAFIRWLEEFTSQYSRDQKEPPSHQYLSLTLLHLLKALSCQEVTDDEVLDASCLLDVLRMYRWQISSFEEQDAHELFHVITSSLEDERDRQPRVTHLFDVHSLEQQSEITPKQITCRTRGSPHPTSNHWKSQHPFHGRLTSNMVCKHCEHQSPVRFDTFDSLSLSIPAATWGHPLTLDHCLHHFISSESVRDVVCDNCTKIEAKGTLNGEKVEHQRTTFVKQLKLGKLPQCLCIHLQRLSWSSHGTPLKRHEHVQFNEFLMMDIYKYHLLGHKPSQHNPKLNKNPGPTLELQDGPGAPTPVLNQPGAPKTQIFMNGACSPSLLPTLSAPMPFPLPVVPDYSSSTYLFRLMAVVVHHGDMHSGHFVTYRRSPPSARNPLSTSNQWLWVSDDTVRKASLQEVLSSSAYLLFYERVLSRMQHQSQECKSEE
USP10 inh: human USP10 deubiquitinase inhibition | Q14694 | purified USP10, Ub-rhodamine fluorescence, 60 min | inhibition, % at 20 µM | 47,000 tested, 1.1% active
USP7 inh: inhibitors of human USP7 deubiquitinase; inhibition, % at 20 µM; AID 1645854; Q93009; purified USP7, Ub-rhodamine cleavage fluorescence; 47,000 tested, 0.3% active
USP8 block: inhibitors of human USP8 deubiquitinase; purified USP8, Ub-rhodamine cleavage fluorescence, 30 min; 47,000 tested, 4.2% active; P40818; inhibition, % at 20 µM
OTUD3 inh: blocks human OTUD3 ubiquitin-rhodamine cleavage | purified OTUD3, Ub-rhodamine fluorescence, 2 h | inhibition, % at 25 µM | 47,000 tested, 0.7% active
Target sequence (Q5T2D3 whole entry, looked up): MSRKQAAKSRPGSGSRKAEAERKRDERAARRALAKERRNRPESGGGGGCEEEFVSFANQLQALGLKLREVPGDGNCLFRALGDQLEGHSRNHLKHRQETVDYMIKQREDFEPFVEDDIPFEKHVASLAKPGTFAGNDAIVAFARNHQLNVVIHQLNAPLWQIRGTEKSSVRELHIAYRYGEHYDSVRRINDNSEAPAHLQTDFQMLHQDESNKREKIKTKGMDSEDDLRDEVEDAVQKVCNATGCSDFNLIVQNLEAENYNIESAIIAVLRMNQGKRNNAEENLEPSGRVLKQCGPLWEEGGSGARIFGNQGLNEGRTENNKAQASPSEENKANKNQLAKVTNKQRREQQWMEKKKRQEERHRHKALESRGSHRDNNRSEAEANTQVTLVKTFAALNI
USP28 block: blocks human USP28 ubiquitin-rhodamine cleavage; purified USP28, Ub-rhodamine cleavage fluorescence, 30 min; inhibition, % at 25 µM; AID 1645857; Q96RU2; 47,000 tested, 3% active
UCHL1 block: human UCHL1 deubiquitinase inhibition. purified UCHL1, Ub-rhodamine cleavage fluorescence. P09936. 47,000 tested, 0.2% active. inhibition, % at 20 µM
* = called active by the depositor; i = inactive; . = not tested or not shown. Rule as the data show it: active = inhibition above about 30%; inactive = the rest.

Every second line gives: USP17 block, USP30 block, USP10 inh, USP7 inh, USP8 block, OTUD3 inh, USP28 block, UCHL1 block
> O=C(NCc1ccncc1)C1CN(Cc2ccc[nH]2)CC12CCOCC2 (stereo not drawn)
 : -85, ., -3, -34, -14, -1, ., -38
> COc1ccccc1Cn1cnc2c([nH]c3cc(OC)c(OC)cc32)c1=O
 : 58*, ., 2, 6, 6, 0, ., 3
> Cn1c(SCC(=O)c2ccc3c(c2)OCCCO3)nnc1-c1ccc2ccccc2c1
 : 27, 49*, 20, 4, -4, 11, 31*, 6
> CCn1c(=O)c(CCC(=O)N2CCN(c3ccc(F)cc3)CC2)nc2c(C)nn(-c3ccccc3)c21
 : 2, 16, 0, -2, -3, 0, -4, -1
> CC1(C)Cc2c(sc3nc(SCc4ccccc4)nc(SCC(=O)NCc4ccccc4)c23)CO1
 : -12, -60, 0, -8, 0, -6, -16, -2
> O=C(NCc1cnc(C2CCCCO2)nc1)c1ccn[nH]1 (stereo not drawn)
 : 0, 6, -1, 0, -8, 2, -1, -2
> Cc1ccc(S(=O)(=O)N2CCC(n3cnc4ccccc4c3=O)CC2)cc1
 : 8, 5, 1, 0, -1, 0, -1, -1
> O=C(CC1SC(N2CCOCC2)=NC1=O)Nc1cccc2ccccc12 (stereo not drawn)
 : 0, -29, -1, 3, 26, 5, 9, -1
> Cc1ccn2c(/C=C(\C#N)c3cccc(C(F)(F)F)c3)c(-c3ccc(Cl)cc3)nc2c1
 : 1, 10, 2, 0, -4, 4, -5, 0
> CCn1nnc(NCc2cc(Cl)ccc2OCc2ccccc2Cl)n1
 : 6, 9, 16, -3, 11, 8, 6, 9
> O=C(CN(c1ccc(F)cc1)S(=O)(=O)c1ccccc1)N1CCC(Cc2ccccc2)CC1
 : 3, 24, 5, 6, 4, 10, 11, 2
> CCc1nnc(-c2cc(S(=O)(=O)N3CCC(C)CC3)c[nH]2)o1
 : 24, -1, 4, -1, 3, -5, -9, -1
> COc1ccccc1C1(c2nnc(CC3CCCCC3)o2)CCOCC1
 : 3, 22, 0, -40, -136, 12, 9, -2
> O=C(NCc1ccccc1)c1cccc(S(=O)(=O)Nc2ccc(F)cc2)c1
 : 3, -4, 5, -6, 4, -9, -1, -1
> COc1ccc(-c2c(C)nn3c(N4CCCC(O)C4)cc(C)nc23)cc1 (stereo not drawn)
 : -6, 0, -1, 0, -2, -5, 4, 3
> Cc1cccc(NC(=O)CCNc2cc(C)nc3nc(-c4cccnc4)nn23)c1
 : 15, 17, -11, 7, 1, 5, 4, 0
> O=C(NC1CCCCC1)C1=CCN(Cc2ccccc2)CC1
 : -17, -44, -7, -7, -18, -17, -13, -6
> CCOC(=O)c1cc2c(ccn2C)n1CC(=O)N1CCN(c2ccccc2)CC1
 : -37, -149, -6, -6, -12, -37, -65, -4
> Cc1ccc(Cl)cc1NC(=O)c1cc(-c2ccccn2)n[nH]1
 : 73*, -2, 23, 17, 19, -8, -8, 2
> COc1ccccc1CNC(=O)c1nc(N2CCSCC2)c2cn(C)nc2n1
 : -6, 1, -9, -2, 7, -6, 33*, -2
> COc1cc(-c2ccno2)ccc1S(=O)(=O)Nc1ccc(C#N)cc1
 : -10, 0, 1, -3, -2, -10, -7, 0
> CCc1ccc2c(CN3CCN(Cc4ccccc4)CC3)cc(=O)oc2c1
 : -7, -20, -1, -1, -12, -4, -7, -4
> Cc1ccc(CN2CC[C@@H]3[C@H](CC2)N(S(C)(=O)=O)CCS3(=O)=O)cc1
 : 0, 11, -1, -5, -9, -4, -4, -7
> COc1ccc(C(C)=O)cc1CC(=O)Nc1nc2ccccc2[nH]1
 : 59*, 21, 8, 1, 28, 5, 24, 2
> CN(Cc1ccccc1F)C(=O)CN1C(=O)NC(C)(c2ccccc2)C1=O (stereo not drawn)
 : 14, 15, 0, 5, 18, 9, 6, 2
> O=C1OC2CC1N(C(=O)COc1ccccc1F)C2 (stereo not drawn)
 : ., -8, -1, 1, -35, 0, -129, -2
> Cc1cc(F)ccc1NC(=O)Cn1ncc2ccccc21
 : 0, 2, 1, -44, 1, -7, 5, -1
> OCc1ccc(-c2cnc3sc(NCCc4ccccn4)nn23)cc1
 : 13, 29, 3, 6, 18, 12, 19, 2
> COc1ccccc1CNC(=O)c1ccc2nc(NS(C)(=O)=O)sc2c1
 : 4, 0, -6, 0, 11, 1, -3, -4
> COc1ccc(-c2nc(-c3nnn(Cc4cccc(F)c4)c3C)no2)c(OC)c1
 : -5, 32*, 11, 7, 3, 3, 42*, 5
> COCCOc1ccc(NC(=O)NCc2nc(C)cs2)cn1
 : -152, i, -4, -29, -13, -163, -180, -33
> Cc1cc(-c2cncnc2C2CCN(C(=O)c3sc(C)nc3C)CC2)on1
 : -4, 3, -3, 0, -14, 0, -9, -2
> CCOc1c(OC)cccc1C1CN2C(=O)CN(C3CC3)C(=O)[C@]2(C)c2[nH]c3ccccc3c21 (stereo partly drawn)
 : -5, -20, 0, -4, -61, -16, -18, 0
> O=C(CCC1CCCCC1)Nc1ccc2c3c(cccc13)C(=O)NC2=O
 : -150, i, -9, -49, -203, -193, -249, -61
> Cc1ccccc1Cn1c(=O)c(C#N)c2n(c1=O)CCC2
 : 0, -47, -2, -19, 7, 3, -4, -9
> Cc1nc(-c2ccccc2)sc1C(=O)CSc1ccc(F)cc1
 : 14, 32*, 6, 13, 20, 20, 20, 8
> Cc1ccccc1C(=O)N1CCCn2nnc(Cn3ccnc3)c2C1
 : -7, -2, 1, 2, -16, -8, 4, -1
> CCC(C)C1NC(=O)C(Cc2ccc(O)cc2)NC(=O)C(CCC(N)=O)NC(=O)C2CCCN2C(=O)C(C(C)C)NC(=O)C(CCC(=O)O)NC(=O)C(C(C)O)NC(=O)C(NC(=O)C(CCCN)NC(=O)C(CCC(=O)O)NC(=O)CCCCCCCCCCCCCC(C)C)Cc2ccc(cc2)OC1=O (stereo not drawn)
 : -8, -25, -3, -1, -33, 5, 6, -6
> COc1ccccc1N1CCN(C(CNC(=O)c2cccs2)c2cccnc2)CC1 (stereo not drawn)
 : -5, -21, -3, 0, -19, -10, -7, -6
> COc1cccc(-n2cnc3cc(C(=O)NCCc4ccccc4)ccc3c2=O)c1
 : 0, -21, -5, 23, 54*, 0, 0, 4
> O=C(Cn1c(NCCO)nc2ccccc21)NCCc1ccc(F)cc1
 : -27, -50, -4, -8, -31, -37, -25, -1
> Cc1ccc(-c2cc(N3CCN(S(C)(=O)=O)CC3)ncn2)cc1
 : 47*, 47*, 0, 5, 2, 13, 19, 2
> O=C(NCC1CCOCC1)c1nccc2ccccc12
 : 13, 16, -2, 2, 11, 11, 8, 1
> CC(=O)NCc1cnn(-c2ccc(C(=O)Nc3ccc(C)cc3)cc2)c1
 : -7, -12, -7, -1, -11, 0, -9, -3
> O=C(Nc1ccc(NS(=O)(=O)c2cccc(C(=O)N3CCCc4ccccc43)c2)cc1)c1ccccc1
 : 32*, 5, 11, 8, 4, 4, 14, 7
> CC(NC(=O)c1ccc2c(c1)OCCO2)c1ccc2c(c1)OCCCO2 (stereo not drawn)
 : -22, -7, 1, -2, -11, -3, -3, -2
> CN(C)S(=O)(=O)N1CCC(Cc2cncc(-c3ccn[nH]3)n2)CC1
 : 3, 17, 0, 5, 12, 10, 7, 2
> O=C(NCC1(O)CCOc2ccccc21)c1ccccc1Cl (stereo not drawn)
 : 3, 8, 1, 6, -12, 3, 5, 3
> O=C(NCCc1ccc(Cl)cc1)c1ccc2c(=O)n3c(nc2c1)CCCC3
 : 11, 19, -1, -3, -10, -2, 0, 1
> O=C(c1noc2c1CCc1sccc1-2)N1CCN(c2ccc(F)cc2)CC1
 : -9, -5, 7, -25, -3, -10, -9, 1
> CC(C)c1ccc(NC(=O)C[n+]2cc(-c3ccc(F)cc3)n3c2CCC3)cc1
 : 0, 42*, 1, ., 2, 13, 28, 1
> O=C(NCc1cccc(F)c1)c1cc(C2CC2)n2nccc2n1
 : 3, 7, -1, 8, 6, 9, 8, 4
> COc1ccc(CNC(=O)C2=CCN(Cc3ccccc3)CC2)cc1
 : -48, -171, -8, -16, -30, -36, -40, -11
> O=C(c1cnccn1)N1CC[C@@H]2NS(=O)(=O)c3ccccc3O[C@H]2CC1
 : 4, 18, 2, 4, -2, 9, 2, 3
> CCc1nnc(NC(=O)Cn2ncc3c(=O)oc4ccc(C)cc4c32)s1
 : 31*, 23, 3, 6, 15, 3, 9, 2
> CC(=O)N1CC(=O)N(c2cccnc2)CC12CCN(Cc1ccco1)C2 (stereo not drawn)
 : -8, -35, -1, 0, -26, 4, -2, -1
> Cn1c(C(=O)NCCCN2CCCC2=O)cc2sccc21
 : -2, -42, 2, 0, 4, -5, -17, -3
> O=C(NC1(c2ccc(F)cc2)CCCC1)c1cncnc1
 : 3, 10, -1, 1, 8, 10, 4, 0
> CN1CCN(c2nc3c(c(=O)[nH]2)CCN(CC2CCCCC2)CC3)CC1
 : 7, -3, 1, 0, 4, 4, -4, 0
> CCCCN1CC(C(=O)Nc2ccc(C(=O)Nc3ccc(Cl)cc3)cc2)CC1=O (stereo not drawn)
 : 21, 64*, 22, 2, 13, -10, 18, 5

Later entries.
Molecule	USP17 block	USP30 block	USP10 inh	USP7 inh	USP8 block	OTUD3 inh	USP28 block	UCHL1 block
Cc1ccc(CN2CCCn3nc(C(=O)NCc4ccccc4C)cc3C2=O)cc1	50*	52*	4	6	14	15	9	4
Cc1cnn(CC2CCCN2Cc2nc(-c3ccoc3)no2)c1 (stereo not drawn)	-34	-92	-5	-9	-13	-36	-49	-9
Cc1ccc(NC(=O)C2C3C=CC4(O3)C2C(=O)N(C2CCCCC2)C4C(=O)NC2CCCCC2)cc1 (stereo not drawn)	-5	4	2	-116	0	-2	0	-1
c1cncc(CN2CCC[C@H]2c2nc(-c3ccc(-n4ccnc4)nc3)no2)c1	41*	1	-5	0	24	7	0	-2
CC(=O)c1[nH]c(C)c(C(=O)NCCc2ccccc2)c1C	5	15	0	2	3	4	2	-2
CC(NC(=O)C1=CCN(Cc2ccc(F)cc2)CC1)c1ccccc1 (stereo not drawn)	-29	-51	-2	-6	-4	-12	-20	-3
CC1CCN(C(=O)CCS(=O)(=O)c2ccc3c(c2)NC(=O)CCS3)CC1	-30	-32	0	-2	-89	-4	-6	-4
COc1nc(OC)nc(N2CCC(NC(=O)C(Cc3ccccc3F)NC(C)=O)CC2)n1 (stereo not drawn)	14	42*	-1	5	9	3	5	0
CC(=O)O[C@H]1C[C@@]2(C)[C@@H](C[C@@H](O)[C@H]3[C@@]4(C)CC[C@@H](O)[C@@H](C)C4CC[C@@]32C)/C1=C(/CCC=C(C)C)C(=O)O (stereo partly drawn)	13	22	7	0	2	18	15	0
CCCN1c2ccccc2NC2=C(C(=O)CC(c3ccccc3)C2)C1c1cccs1 (stereo not drawn)	-3	-4	-5	-4	24	0	0	0
O=C(CCCn1c(=O)c2cc(Cl)ccc2n(CC(=O)Nc2cccc(F)c2)c1=O)NCc1ccco1	0	12	28	-3	30*	-3	-9	-3
Cc1cc(N2CCOCC2)nc2ccc(NC(=O)CCC(=O)Nc3ccc4c(c3)OCCO4)cc12	25	-18	-2	-4	0	-18	25	5
Cc1cc(-c2ccc(S(=O)(=O)Nc3ccc(F)cc3Cl)s2)on1	2	1	13	9	13	3	0	4
CN(C)S(=O)(=O)c1cccc(-c2nnc(C3(c4cccc(F)c4)CCOCC3)o2)c1	8	0	-1	3	7	0	7	3
CCn1ncc(S(=O)(=O)Nc2ccn(Cc3cccc(C)c3)n2)c1C	-1	7	2	6	-9	4	-1	1
COc1ccc(CNC(=O)Nc2cccc3ccccc23)cc1	92*	38*	28	-26	97*	16	24	27
Cc1cc(C)n2ncc(C(=O)NCc3ccc4c(c3)OCO4)c2n1	11	-38	-1	2	-2	0	-1	1
O=C(Nc1ccc(Cn2cnc(-c3nc(-c4ccccc4)no3)c2)cc1)c1ccccc1F	.	32*	21	16	47*	9	23	11
COc1ccc(CC(=O)Nc2ccc(N3CCOCC3)cc2)cc1	3	-6	0	-3	0	-2	-2	-3
CC(=O)c1ccccc1OC(=O)C1CC(=O)N(c2ccc(Cl)cc2)C1 (stereo not drawn)	-10	-6	-1	-17	-1	-4	-5	-3

Profiles from above. Screens in order: USP17 block | USP30 block | USP10 inh | USP7 inh | USP8 block | OTUD3 inh | USP28 block | UCHL1 block
`O=C(Nc1ccc(Cn2cnc(-c3nc(-c4ccccc4)no3)c2)cc1)c1ccccc1F` is entered as . | 32* | 21 | 16 | 47* | 9 | 23 | 11
`COc1ccc(CC(=O)Nc2ccc(N3CCOCC3)cc2)cc1` is entered as 3 | -6 | 0 | -3 | 0 | -2 | -2 | -3
`COc1ccc(CNC(=O)Nc2cccc3ccccc23)cc1` is entered as 92* | 38* | 28 | -26 | 97* | 16 | 24 | 27
`Cc1cc(C)n2ncc(C(=O)NCc3ccc4c(c3)OCO4)c2n1` is entered as 11 | -38 | -1 | 2 | -2 | 0 | -1 | 1
